HT1080NT lethal = kills 2HG-producing HT-1080-NT fibrosarcoma cells; Potency, µM (doses to about 46.1 µM), inactives show top-dose activity, negative = less viability, most hits filed as cytotoxic; HT-1080-NT fibrosarcoma viability, CellTiter-Glo ATP luminescence, 48 h; actives 1.6% (n = 360,000);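 further: NT is the 2HG producing partner of a matched IDH1 knockdown line; potency means the concentration at half of the fitted maximal effect; 0% = DMSO-treated cells and -100% = media-only wells without cells; nearly all actives have a fitted effect of over 55% in size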
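750 cells/well, RPMI + 5% FBS; 2 h settle, compound pin-transfer, 48 h at 37 degrees C. CellTiter-Glo 10 min RT, luminescence. Normalized to DMSO and media-only wells.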
ATXN2 expr inh = ATXN2 expression inhibition; HEK-293 ATXN2-luciferase reporter, luminescence, 24 h; Potency, µM (titrated, usually from 57 µM), for the others: top-dose activity change, negative = inhibition, most hits filed as inhibitors; actives 0.72% (n = 360,000); AID 1745845; further: potency means the concentration at half of the fitted maximal effect; on the % scale 0 is the no-effect control and ±100 the full control effect; nearly all actives have a fitted effect of over 55% in size
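ATXN2-luciferase reporter cells (luciferase flanked by upstream and downstream ATXN2 gene portions) were treated 24 h at 37 °C with compounds at up to 57 uM. SteadyGlo luminescence gave expression; GF-AFC fluorescence gave viability.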
KB-V1 MDR tox = KB-V1 MDR subline cytotoxicity. KB-V1 MDR cells viability, CellTiter-Glo, 72 h. Potency, µM (top dose mostly 46.1 µM), inactives show at the highest dose activity change, negative = cytotoxicity, usual class: cytotoxic. actives 3.4% (n = 400,000); further: potency means the concentration at half of the fitted maximal effect; on the % scale 0 is the no-effect control and ±100 the full control effect; nearly all actives have a fitted effect of over 60% in size
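In this primary screen, KB-V1 cells overexpressing P-gp are incubated with library compounds (lowest to highest concentration) for 72 h at 37 degrees C before a luminescent ATP viability read.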
ATXN viability = viability counter-screen for ATXN expression inhibitors; AID 651635; actives 0.49% (n = 400,000); S2 cells (HEK-293 line with an ATXN2-luciferase reporter) viability, CellTiter-Fluor protease fluorescence, 24 h; Potency, µM (highest dose often 56.7 µM), most hits filed as cytotoxic; further: potency means the concentration at half of the fitted maximal effect; nearly all actives have a fitted effect of over 40% in size
HT1080 IDH1KD tx = HT-1080 IDH1 knockdown cell toxicity (counter line); HT-1080 IDH1 knockdown viability, ATP luminescence, 48 h; Potency, µM (doses to about 46.1 µM), for inactives: top-dose activity, negative = toxicity, hits mostly cytotoxic; actives 2% (n = 360,000);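 further: potency means the concentration at half of the fitted maximal effect; 0% = DMSO wells and -100% = cell-free medium wells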
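Assay cells: HT-1080 with IDH1 knockdown, 750 per well, RPMI/5% FBS. Exposure: 48 h at 37 °C following 2 h pre-incubation. Read: CellTiter-Glo luminescence; fitted concentration-response, curve class assigned.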
SW480 rereplic = inducers of DNA re-replication in SW480 colon cancer cells; actives 1.8% (n = 340,000); SW480 DNA re-replication, Hoechst DNA content imaging, 48 h; Potency, µM (titrated, usually from 46.1 µM), without a hit: at the top dose re-replication activation, usual class: activators; further: potency means the concentration at half of the fitted maximal effect; % of control where 0% means no effect; nearly all actives have a fitted effect of over 55% in size
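Image-based DNA-content assay: after two days of treatment, nuclei were labelled with the DNA dye Hoechst and imaged, and hits were compounds raising the count of nuclei showing high fluorescence intensity.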
IL1B secr inh = inhibitors of inflammasome signaling (IL-1 beta secretion). activity change, % at 57.5 µM. THP-1 LPS/ATP IL-1B secretion, AlphaLISA, 16 h; active compounds read low. AID 743279. actives 4.7% (n = 360,000); in the data active means activity change below about -50%; inconclusive means mostly about -30% to -49%; further: on the % scale 0 is the no-effect control and ±100 the full control effect
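Secreted IL-1B measured by AlphaLISA bead assay after 16 h compound exposure of THP-1 cells; compounds (final up to 57.5 uM) added 1 h before LPS (250 ng/mL) and ATP (1.25 mM) stimulation; lower signal means less secretion.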
KB-3-1 tox = kills parental KB-3-1 adenocarcinoma cells. actives 1.4% (n = 400,000). KB-3-1 viability, CellTiter-Glo ATP luminescence, 72 h. Potency, µM (doses to about 46.1 µM), for inactives: top-dose activity change, negative = cytotoxic, most hits filed as cytotoxic; further: potency means the concentration at half of the fitted maximal effect; on the % scale 0 is the no-effect control and ±100 the full control effect; nearly all actives have a fitted effect of over 60% in size
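Cytotoxicity measured as CellTiter-Glo luminescence after 72 h at 37 C. Compound titrations were pinned onto drug-naive KB-3-1 parental adenocarcinoma cells grown in DMEM with 10% FBS, and normalized data fitted to concentration-response curves.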
MCF10A rerep = inducers of DNA re-replication in MCF 10A breast cells. MCF 10A DNA re-replication, Hoechst nuclear intensity, 48 h. Potency, µM (highest dose often 46.1 µM), inactives show top-dose activity, positive = re-replication, most hits filed as activators. actives 2.9% (n = 350,000). AID 624296; further: potency means the concentration at half of the fitted maximal effect; % of control where 0% means no effect; nearly all actives have a fitted effect of over 50% in size
Active calls of the source: *; i = inactive; ? = inconclusive; / = no result given; & = joins results of further samples; [ ] = remark or other dose. Unless noted, the call rests on the fitted dose curve; in most records, active means well fitted curve in the direction sought with a large enough effect; inconclusive means small, poorly fitted or top-dose-only effect, or another doubt; inactive means no such curve, though single readings can be large; an effect the other way counts as inactive or inconclusive.

SMILES	HT1080NT lethal	ATXN2 expr inh	KB-V1 MDR tox	ATXN viability	HT1080 IDH1KD tx	SW480 rereplic	IL1B secr inh	KB-3-1 tox	MCF10A rerep
COc1ccc(N2CCN(C(=O)CSc3ncccc3-c3nc4ccccc4[nH]3)CC2)cc1	3%	-25%	-8%	i	8%	-1%	7	-20%	-7%
Cc1ccc(/C=N/Nc2nc(N3CCOCC3)nc(N3CCOCC3)n2)o1	10%	-7%	-6%	i	1%	16%	-20	-3%	2%
O=C(C[n+]1ccc(CCSc2ccc(F)cc2)cc1)c1ccccc1	0%	-3%	6%	i	-16%	5%	?	7%	17%
O=C(O)CSc1nnnn1-c1ccccc1	7%	10%	5%	i	-3%	-11%	6	19%	-8%
CC1CCc2c(sc3nnn(CC(=O)Nc4c(C(C)C)cccc4C(C)C)c(=O)c23)C1 (stereo not given)	/	-1%	8%	i	/	/	/	10%	/
Cc1nnc(SCC(=O)Nc2cc(Cl)ccc2Cl)n1CC1CCCO1 (stereo not given)	0%	0%	-29%	i	1%	-3%	-6	5%	-7%
CC(C)(C)c1cc(CN2CCC(O)CC2)cc(C(C)(C)C)c1O	6%	-9%	18%	i	-1%	0%	?	12%	7%
Cc1ccc(/C=C/C(=O)OCC(=O)N2CC(=O)Nc3ccccc32)o1	-17%	-14%	-63%	i	-14%	1%	-11	-2%	0%
Cc1cc(C)nc(N2CCCC(C(=O)NCCC3=CCCCC3)C2)n1 (stereo not given)	8%	-2%	?	i	-15%	-4%	18	-10%	-2%
COCCC(=O)N1CCC(Oc2ccc(C(=O)N(C)CCCC3CCCC3)cc2)CC1	-4%	-9%	?	i	-10%	?	-30	?	14%
O=C(N/N=C/c1ccc(N2CCOCC2)cc1)c1ccc(O)cc1	-24%	/	-9%	i	0%	-22%	9	0%	3%
COCCNC(=O)C(c1ccc(C)cc1)N(Cc1cccs1)C(=O)CCC(=O)Nc1ccccn1 (stereo not given)	12%	-7%	-27%	i	5%	-1%	6	7%	-3%
CC(=O)Nc1sc(C)c(C)c1C(=O)OCC(=O)Nc1cc(S(=O)(=O)N2CCCCC2)ccc1Cl	-2%	-6%	?	i	0%	?	-7	6%	0%
Cc1ccc(OCCC(=O)Nc2ccc(F)c(F)c2)cc1	3%	7%	?	i	0%	2%	0	-11%	6%
Brc1ccc(OCCCOc2cccc3cccnc23)cc1	2%	0%	2%	i	-3%	0%	-1	-1%	14%
O=C(CC1(O)C(=O)N(CCc2ccccc2)c2ccc(Br)cc21)c1ccccc1 (stereo not given)	/	-18%	14%	i	/	/	/	-5%	/
CN(C)c1cc2c(c(N(C)C)c1)C(=O)c1ccccc1C2=O	-18%	-9%	?	?	?	-2%	-50*	?	?
CCCN1CCN(C(=O)c2ccc(-c3ccc([N+](=O)[O-])cc3)o2)CC1	-4%	-4%	0%	i	-1%	?	1	7%	14%
S=c1[nH]ncn2c1cc1oc3ccccc3c12	19%	5%	2%	?	26%	1%	-16	1%	0%
C=CCn1cccc(C(=O)Nc2ccc(F)cc2)c1=O	7%	/	10%	i	0%	-11%	28	-20%	-5%
Nc1ncnc2c1ncn2[C@@H]1O[C@H](CO)C[C@H]1O	-36%	0%	0%	i	-26%	3%	-19	0%	11%
Cc1ccc(C2CC(=O)Nc3cc4c(cc32)OCO4)o1 (stereo not given)	-15%	5%	-28%	i	-24%	2%	-10	9%	19%
COC(=O)c1cc(S(=O)(=O)N2CCCCC2C)c[nH]1 (stereo not given)	6%	/	22%	i	5%	31%	2	4%	6%
C=CCC(NCc1ccco1)c1ccc(OC)cc1 (stereo not given)	8%	-10%	-6%	i	9%	1%	12	-9%	-4%

Structural class, those above with bromine.
SMILES	HT1080NT lethal	ATXN2 expr inh	KB-V1 MDR tox	ATXN viability	HT1080 IDH1KD tx	SW480 rereplic	IL1B secr inh	KB-3-1 tox	MCF10A rerep
Brc1ccc(OCCCOc2cccc3cccnc23)cc1	2%	0%	2%	i	-3%	0%	-1	-1%	14%
O=C(CC1(O)C(=O)N(CCc2ccccc2)c2ccc(Br)cc21)c1ccccc1 (stereo not given)	/	-18%	14%	i	/	/	/	-5%	/

Following part:
SMILES	HT1080NT lethal	ATXN2 expr inh	KB-V1 MDR tox	ATXN viability	HT1080 IDH1KD tx	SW480 rereplic	IL1B secr inh	KB-3-1 tox	MCF10A rerep
O=C(CSc1ccc(Cl)cc1)OCC(=O)N1CCN(c2ccccc2)CC1	0%	-8%	2%	i	2%	-6%	4	3%	0%
CCCN1CCc2c(sc(NC(=O)C3CCN(S(=O)(=O)c4cccs4)CC3)c2C(N)=O)C1	-6%	-11%	-12%	i	-4%	-392%[inhibitor]	-62*	1%	2%
Cc1ccc(-n2c(C)cc(C)c(C#N)c2=O)cc1C	3%	/	3%	i	9%	2%	-6	0%	-6%
CCn1c(=O)c2cc(C(=O)NCCCN3CCC(C)CC3)sc2c2ccccc21	/	?	-5%	?	/	/	/	-5%	/
CCCC(CCC(=O)NC1CCCCC1)C(=O)O (stereo not given)	1%	/	2%	/	1%	-23%	-18	11%	-2%
O=C(c1cc2ccccc2o1)N(Cc1nnc(-c2ccccc2Cl)o1)C1CC1	0%	24%	?	i	1%	1%	-1	-9%	12%
CN(C)C(=O)c1cc(F)ccc1Sc1cc(Cl)ccc1Cl	-5%	1%	-4%	i	-4%	-1%	5	25%	3%
COc1ccc(CCNC(=O)COC(=O)/C=C/c2ccc3c(c2)OCO3)cc1OC	-1%	6%	-14%	i	10%	-1%	12	-5%	10%
O=C(NCCN1CCc2ccccc2C1)C1CC(=O)N(C2CCCC2)C1 (stereo not given)	?	-21%	6%	i	5%[9.24 µM]	17%	28	2%	?
Cc1ccc(OCCSc2nc3ccccc3n2CC(=O)O)c(C(C)C)c1	-7%	2%	17%	i	-1%	-11%	8	8%	6%
COc1ccc(N=C2NC(=O)/C(=C/c3ccco3)S2)cc1	-2%	/	-2%	?	3%	7.3µM*	-55*	-17%	?
CC(=O)Nc1ccc(-c2ccnc3c2CC(C(=O)NCCC(F)(F)F)O3)cc1 (stereo not given)	-37%	6%	-1%	i	?	/	0	?	/
COc1ccc(OCC(=O)N/N=C\c2ccco2)cc1	9%	/	8%	i	13%	-8%	-25	-1%	-5%
Cc1ccc(-n2nc(CN3CCOCC3)c(-c3ccccc3)c2N)cc1Cl	8%	-11%	18%	i	14%	1%	-2	0%	10%
CCc1cccc2c1NC(=O)[C@]21[C@@H]2C(=O)N(Cc3ccccc3)C(=O)[C@@H]2[C@@H]2CCCN21	3%	-5%	10%	i	0%	1%	-10	-4%	?
CCOc1ccc2nc(SC3CC(=O)N(c4ccc(C)cc4)C3=O)sc2c1 (stereo not given)	-3%	39%[activator]	-12%	i	?	?	15	-4%	?
COc1ccc2c(c1)C=C(CN1CCC(CO)(CCc3ccccc3)CC1)CO2	-8%	-18%	?	i	-18%	?	-60*	0%	?
Cc1nn(Cc2ccccc2Cl)c(C)c1C(=O)NCC(c1cccs1)N1CCOCC1 (stereo not given)	-2%	0%	2%	i	0%	-6%	46	17%	?
COc1ccc([C@H]2CC(=O)C=C(c3cccc(OC(F)(F)F)c3)C2)cc1	17%	3%	-2%	i	2%	4%	-8	6%	7%
CC(Oc1cccc2cccnc12)C(=O)N/N=C/c1ccc2c(c1)OCO2 (stereo not given)	20%	4%	6%	i	5%	-1%	-18	6%	4%
Cc1ccc2[nH]cc(S(=O)(=O)c3ccc(C)c(C)c3)c(=O)c2c1	2%	8%&10%	19%&19%	i	6%	16%	24	6%&-3%	3%
Cc1ccc(S(=O)(=O)N(Cc2cc3ccccc3[nH]c2=O)CC2CCCO2)cc1 (stereo not given)	1%	-16%	0%	?	-6%	?	-29	-2%	?
Cc1ccc(-c2csc3ncn(C(C)C(=O)O)c(=O)c23)cc1 (stereo not given)	-12%	-10%	1%	i	0%	0%	9	-4%	1%
Cc1ccc(Nc2nc(N)nc(CN3CCC(C)CC3)n2)c(C)c1	-17%	2%	-4%	i	-4%	-4%	-1	-1%	-1%
COc1ccc(-c2nc(CSCC(=O)N3CCN(C(=O)c4ccco4)CC3)c(C)o2)cc1OC	-6%	-7%	-8%	i	-6%	-1%	-22	0%	15%
COc1ccc(CNCc2ccco2)cc1OCc1ccccc1	5%	24%	-13%	i	-17%	-2%	-10	-11%	2%
COc1cccc(CC2(CO)CCN(Cc3ccc(NC(C)=O)cc3)CC2)c1	-7%	-4%	-10%	i	-3%	0%	15	-3%	9%
N/C(=N\OC(=O)C12CC3CC(CC(C3)C1)C2)c1ccccc1	11%	27%	-3%	?	1%	6%	31	18%	?
Cc1ccccc1Cn1c2ccccc2c2cnn(CC(=O)NCc3cccc(Cl)c3)c(=O)c21	/	5%	-18%	i	/	/	/	-2%	/
CCN(C(=O)CSc1nc(-c2ccccc2)c(-c2ccccc2)[nH]1)C1CCS(=O)(=O)C1 (stereo not given)	-4%	-3%	3%	i	-6%	-6%	-29	-14%	-4%
Cc1cccc(-c2nnc(SCC(=O)NC3CCCCC3)o2)c1	/	0%	-2%	i	/	/	/	1%	/
Cc1cc(C)c(S(=O)(=O)/N=C2/C=C(SCC(=O)O)C(=O)c3ccccc32)cc1C	?	?	?	?	?	78%	?	?	?
CCc1nc2c(sc3nc4c(cc32)COC(C)(C)C4)c(=O)n1Cc1ccccc1	4%	10%	?	i	6%	0%	-7	-2%	-4%
CC(=O)Nc1c(O)nc(SCC(=O)Nc2cccc(C)c2)[nH]c1=O	-2%	-13%	-11%	i	7%	-4%	1	18%	9%

Screening results deposited in PubChem by National Center for Advancing Translational Sciences (NCATS).
